PPARg SRC1 recr: PPARgamma-driven SRC-1 recruitment agonism; P37231; PPARgamma-SRC-1 coactivator recruitment biochemical assay; activation, % at 8 µM; hit rate 0.41% among 200,000; AID 631; in the data active means activation above about 19%;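 further: 0% = DMSO and 100% = reference agonist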
Target sequence (P37231 whole entry, looked up): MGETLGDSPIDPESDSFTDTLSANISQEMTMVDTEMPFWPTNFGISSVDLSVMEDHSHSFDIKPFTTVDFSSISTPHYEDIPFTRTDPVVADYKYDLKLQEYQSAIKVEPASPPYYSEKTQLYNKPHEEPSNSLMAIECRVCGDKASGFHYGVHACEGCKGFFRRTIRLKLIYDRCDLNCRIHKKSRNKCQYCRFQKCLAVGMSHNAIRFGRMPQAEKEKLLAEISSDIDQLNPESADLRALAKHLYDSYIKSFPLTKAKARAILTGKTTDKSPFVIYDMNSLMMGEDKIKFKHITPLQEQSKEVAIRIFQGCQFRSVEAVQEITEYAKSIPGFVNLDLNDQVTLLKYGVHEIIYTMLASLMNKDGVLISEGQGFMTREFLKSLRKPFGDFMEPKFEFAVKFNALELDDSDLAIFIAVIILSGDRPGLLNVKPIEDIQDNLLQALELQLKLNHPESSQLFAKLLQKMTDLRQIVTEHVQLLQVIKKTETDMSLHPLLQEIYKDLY
RAM inhibit: yeast RAM network inhibition; S. cerevisiae dse1pr::URA3 reporter, 5-FOA growth OD615, 2 d; analog-sensitive cbk1-as2 kinase mutant strain; inhibition, % at 50 µM; hit rate 1.8% among 190,000; AID 868;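 active means inhibition above a set limit, 3 SD over mean compound inhibition, cut at about 8.4% in these data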;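 further: 0% = DMSO-only wells with no growth and 100% = 10 µM 1-NA-PP1 full growth; inhibition rescues growth on 5-FOA so higher OD means more RAM inhibition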
bIAP inhibitor: intestinal alkaline phosphatase (bovine) inhibition | purified bovine IAP, CDP-star luminescence, 30 min | 190,000 tested, under 10 active | inhibition, % at 20 µM;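 active means over 50% inhibition of intestinal alkaline phosphatase at 20 µM in the single-dose screen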
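Assay system – bovine IAP enzyme · Quantity – bovine IAP at 1/65,000,000 final dilution · Detection – CDP-star luminescence signal · Times – 30 min reaction at room temperature · Also added – CDP-star substrate at 30 µM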
ROMK mod: modulates human ROMK potassium channel activity; P48048; Tet-inducible ROMK, thallium flux fluorescence; actives lie on both sides; B-score at 10 µM; hit rate 2% among 130,000; AID 1918;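 active means signal ratio slope over the read window, or its plate-corrected B-score, at least 3 SD from the plate mean, either direction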;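 further: B-score of the F/F0 ratio slope over 7 to 12 s after thallium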
Target sequence (P48048 whole entry, looked up): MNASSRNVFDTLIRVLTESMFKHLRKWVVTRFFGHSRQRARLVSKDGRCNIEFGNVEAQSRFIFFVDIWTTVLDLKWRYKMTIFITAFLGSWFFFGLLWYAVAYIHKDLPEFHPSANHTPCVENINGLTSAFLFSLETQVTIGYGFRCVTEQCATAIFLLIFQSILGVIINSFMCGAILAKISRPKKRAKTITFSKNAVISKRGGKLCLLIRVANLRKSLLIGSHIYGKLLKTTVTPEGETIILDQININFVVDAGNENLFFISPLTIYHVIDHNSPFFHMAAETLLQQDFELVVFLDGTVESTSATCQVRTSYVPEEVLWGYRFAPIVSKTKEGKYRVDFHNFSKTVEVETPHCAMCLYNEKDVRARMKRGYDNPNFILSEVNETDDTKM
TR-FRET SRC-2 ct: TR-FRET artefact, counter-screen to PPARgamma/SRC-2 agonist assay; active compounds read high; TR-FRET ratio at 8 µM; hit rate 0.4% among 200,000; AID 1049; in the data active means TR-FRET ratio above about 2000; further: inactives centre near 1500; reference of the scale not given here
S1P3 antagonist: S1P3 (human) receptor antagonism; AID 485; Q99500; CHO S1P3 NFAT-BLA reporter, FRET fluorescence, antagonist mode; hit rate 0.27% among 170,000; inhibition, % at 4.98 µM;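 active means inhibition above the plate cutoff, the mean inhibition of test wells on that plate plus 3 SD, cut at about 28% in these data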;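 further: cells challenged with S1P at its EC80 of 0.8 µM; blue over green emission ratio from cleaved BLA substrate after 4 h stimulation; 0% = S1P-stimulated wells and 100% = unstimulated DMSO-only wells; some compounds past the cut are filed as inactive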
PPARg SRC-3 ag: PPARgamma-driven SRC-3 recruitment agonism; P37231; biochemical PPARgamma/SRC-3 coactivator recruitment assay; activation, % at 8 µM; AID 731; hit rate 0.26% among 200,000; in the data active means activation above about 23%;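 further: 0% = DMSO and 100% = reference agonist; some compounds past the cut are filed as inactive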
Lmaj promast: Leishmania major promastigote growth inhibition; hit rate 9% among 200,000; inhibition, % at 10 µM; Leishmania major promastigotes, resazurin fluorescence viability; AID 1063; in the data active means inhibition above about 50%;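 further: promastigotes grown with compound for 44 hours at 28 °C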
Redox H2O2 prof: compounds producing H2O2 with reducing agent – biochemical, NIH compound library profiling, artefact control for MLSCN library redox annotation, primary screen | DTT-dependent redox cycling H2O2, phenol red/HRP absorbance; 100% = 100 µM peroxide control, 0% = buffer | activation, % at 10 µM | hit rate 0.03% among 200,000 | AID 878;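 active means activation of at least 50% relative to the plate's high and low controls in the primary single-dose screen; inactive means activation below 50%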;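 further: compound incubated with DTT at 0.8 mM final as the reducing agent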
PPARg SRC-2 ag: PPARgamma-driven SRC-2 recruitment agonism; P37231; PPARgamma LBD-SRC-2 recruitment, biochemical; activation, % at 8 µM; hit rate 0.34% among 200,000; in the data active means activation above about 22%;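 further: 0% = vehicle and 100% = reference agonist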
HMGR II inh: inhibitors of class II HMG-CoA reductase from Enterococcus faecalis. purified E. faecalis HMGR, NADPH absorbance 340 nm kinetic. inhibition, % at 10 µM. hit rate 0.41% among 190,000;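 active means inhibition above a set limit, the median over all tested compounds plus 3 SD, cut at about 9.5% in these data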;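 further: enzyme runs in reverse so mevalonate oxidation gives rising NADPH absorbance; 0% = complete reaction with DMSO and 100% = background rate lacking mevalonate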
Starred values were filed as active, the others as inactive; · = not tested or not shown.

Start of the data: the first 5 records, to show the layout:
SMILES	PPARg SRC1 recr	RAM inhibit	bIAP inhibitor	ROMK mod	TR-FRET SRC-2 ct	S1P3 antagonist	PPARg SRC-3 ag	Lmaj promast	Redox H2O2 prof	PPARg SRC-2 ag	HMGR II inh
Cc1oc(-c2ccc(Cl)cc2)[n+]([O-])c1C	2	1.8	1	·	1592	-15	2	-5	2.5	14	0
COc1ccc(-n2nc(C(=O)O)c3ccccc3c2=O)cc1	2	1.2	3	0.2	1504	·	5	-2	0.6	8	0
COc1ccccc1C(=O)NNC(=O)C(=O)NC(C)(C)C	9	-0.1	-48	·	1761	3	4	-5	-0.4	6	4
CCCN=C1NC(=O)C(CC(=O)NCCc2ccc(OC)c(OC)c2)S1 (centres undefined)	-3	1.7	4	·	1427	0	-1	-5	0.4	-4	-1
Cc1[nH][nH]c(=O)c1C(c1c(C)[nH][nH]c1=O)c1cn(Cc2ccc(Cl)c(Cl)c2)c2ccccc12	10	3.0	0	·	1552	-20	1	99*	0.4	4	39*

The list itself (from the top)
SMILES	PPARg SRC1 recr	RAM inhibit	bIAP inhibitor	ROMK mod	TR-FRET SRC-2 ct	S1P3 antagonist	PPARg SRC-3 ag	Lmaj promast	Redox H2O2 prof	PPARg SRC-2 ag	HMGR II inh
Cc1oc(-c2ccc(Cl)cc2)[n+]([O-])c1C	2	1.8	1	·	1592	-15	2	-5	2.5	14	0
COc1ccc(-n2nc(C(=O)O)c3ccccc3c2=O)cc1	2	1.2	3	0.2	1504	·	5	-2	0.6	8	0
COc1ccccc1C(=O)NNC(=O)C(=O)NC(C)(C)C	9	-0.1	-48	·	1761	3	4	-5	-0.4	6	4
CCCN=C1NC(=O)C(CC(=O)NCCc2ccc(OC)c(OC)c2)S1 (centres undefined)	-3	1.7	4	·	1427	0	-1	-5	0.4	-4	-1
Cc1[nH][nH]c(=O)c1C(c1c(C)[nH][nH]c1=O)c1cn(Cc2ccc(Cl)c(Cl)c2)c2ccccc12	10	3.0	0	·	1552	-20	1	99*	0.4	4	39*
CCOC(=O)N1CCN(S(=O)(=O)c2cc(-c3nn4c(C)nnc4c4ccccc34)ccc2C)CC1	6	4.3	0	·	1680	·	-3	26	-3.9	0	0
Cc1ccc(-n2c(Cn3nc(C(F)(F)F)cc3C)n[nH]c2=S)cc1	1	1.9	12	-0.11	1575	·	-6	-4	-0.9	9	2
CCN(CC)S(=O)(=O)c1cccc(NC(=O)COc2ccc(Cl)cc2Br)c1	-6	1.1	0	·	1528	-9	2	5	0.5	-4	-6
NC(=O)c1sc2nc3c(c(-c4ccc(Cl)cc4)c2c1N)CCCC3	3	1.7	-7	-0.71	1632	·	2	5	0.4	-7	-1
O=C(c1cc2c(=O)oc3ccccc3c2s1)N1CCOCC1	1	0.5	17	·	1630	4	0	-5	-1.0	-7	2
COc1cccc(NC(=O)Nc2ccc(Cc3ccncc3)cc2)c1	11	0.4	4	-0.55	1783	17	-1	7	-0.1	6	2
COc1ccc(OC)c(-n2nnnc2SCC(=O)N2CCN(C(=O)c3ccco3)CC2)c1	-4	2.5	-14	0.53	1326	4	2	-7	-1.0	-2	-8
O=S1(=O)CCC(NCC2CCCO2)C1 (centres undefined)	3	2.6	-5	·	1443	-14	-9	-7	1.9	4	0
Cc1ccc(C2=NNC(=O)C(c3ccc(Cl)cc3)C2)cc1 (centres undefined)	-4	1.2	5	-0.1	1675	·	9	70*	-0.1	10	0
COc1cccc(C2C(C(N)=O)=C(C)Nc3nc(CCCO)nn32)c1OC (centres undefined)	3	1.5	17	·	1601	-14	11	-7	-0.6	14	-5
CC[n+]1c(/C=C2\C=C(C)CC(C)C2)sc2ccccc21 (centres undefined)	1	0.9	17	0.17	1693	·	6	100*	-5.7	8	-2
Cc1occc1C(=O)NNC(=S)NCC(C)C	-4	2.0	-26	0.56	1474	·	-2	4	-1.4	1	0
O=C(CC1OC(=O)c2ccccc21)NC1CCCCC1 (centres undefined)	-1	0.8	6	-0.1	1472	2	5	-3	-0.1	7	1
O=C(c1ccccc1)N1CCCOC1c1ccccc1 (centres undefined)	2	-0.5	0	·	1584	-1	0	-2	-3.3	7	-6
CC(C)=CCN1CCN(Cc2cn[nH]c2C2CCCCC2)CC1CCO (centres undefined)	5	-1.3	2	·	1613	5	0	-3	-1.5	3	1

Among those listed so far, these contain a thiophene ring, fused or not.
SMILES	PPARg SRC1 recr	RAM inhibit	bIAP inhibitor	ROMK mod	TR-FRET SRC-2 ct	S1P3 antagonist	PPARg SRC-3 ag	Lmaj promast	Redox H2O2 prof	PPARg SRC-2 ag	HMGR II inh
NC(=O)c1sc2nc3c(c(-c4ccc(Cl)cc4)c2c1N)CCCC3	3	1.7	-7	-0.71	1632	·	2	5	0.4	-7	-1
O=C(c1cc2c(=O)oc3ccccc3c2s1)N1CCOCC1	1	0.5	17	·	1630	4	0	-5	-1.0	-7	2

Next part:
SMILES	PPARg SRC1 recr	RAM inhibit	bIAP inhibitor	ROMK mod	TR-FRET SRC-2 ct	S1P3 antagonist	PPARg SRC-3 ag	Lmaj promast	Redox H2O2 prof	PPARg SRC-2 ag	HMGR II inh
COCC(=O)Nc1ccc(S(=O)(=O)Nc2cc(C)nc(C)n2)cc1	8	1.7	3	·	1762	·	1	-2	-1.0	10	-2
CC(C)CC(=O)Nc1cc([N+](=O)[O-])ccc1Cl	-2	1.1	6	-0.2	1551	·	-3	0	-4.0	-3	-6
Cc1ccc(NC(=O)C(=O)NCc2ccc(/C=C(/C#N)C(=O)NCc3cccnc3)o2)cc1C	2	1.9	-6	·	1630	2	1	-1	0.4	9	1
CCOC(=O)N1CCN(C(=O)c2ccc3c(c2)sc2nc(-c4ccccc4)cn23)CC1	-5	0.8	6	·	1778	39	9	58*	-0.8	6	0
Cc1cccc(NC(=O)COC(=O)c2ccc3c(=O)n4c(nc3c2)CCC4)c1	0	1.3	·	1.5	1580	-1	4	44	0.3	2	0
COc1ccc(C(NC(=O)/C=C\c2ccco2)c2ccc(OC)c(OC)c2)cc1 (centres undefined)	2	4.7	6	·	1559	·	5	10	1.1	11	-1
CCCSc1cc(NCCOC(=O)CCC)c([N+](=O)[O-])c2nonc12	-3	5.2	·	·	1608	0	3	2	0.4	-3	1
CCc1cccc2c(C(=O)C(F)(F)F)cn(CC(=O)N3CCOCC3)c12	5	0.5	-13	-0.28	1808	5	6	-4	-1.4	11	-4
COc1ccccc1/C=C/C(=O)NCc1ccccn1	3	0.7	-8	-0.19	1511	-4	-3	4	0.7	-5	-7
CCN(CC)CCCNC(=O)Cn1ncc2c(=O)oc3ccc(C)cc3c21	·	-0.6	-10	·	·	-17	·	5	-3.1	·	1
CCOC(=O)c1ccc(NC(=S)N2CCCC(C)C2)cc1 (centres undefined)	-3	0.2	11	-0.11	1499	-8	2	-2	-0.4	4	1
COc1ccc(C(=O)NCC(=O)OCC(=O)c2ccc(Cl)cc2)cc1OC	5	1.8	-7	-0.4	1542	5	1	-7	-0.7	5	-1
CCOC(=O)CC(NC(=O)C1c2ccccc2Oc2ccccc21)c1ccccc1Cl (centres undefined)	8	4.0	11	0.63	1617	-13	4	19	0.4	8	1
C=CCNC(=O)CC1C(=O)NCCN1Cc1ccc(-c2ccccc2)cc1 (centres undefined)	-6	0.9	2	·	1749	1	1	-7	-0.7	-2	-1
COC(=O)c1sc(NC(=O)CSc2nnc(Cn3nnc4ccccc43)n2C)nc1C	-9	1.7	2	·	1525	4	3	1	0.5	-1	-6
Cc1oc2ccc(O)cc2c1C(=O)OC(C)C	-1	1.8	22	-1	1481	·	15	-1	-0.8	7	-6
COc1ccccc1CC(=O)Nc1ccc(-c2noc(COc3cccc(C)c3C)n2)cc1	5	5.1	23	·	1794	·	-2	9	-0.5	8	-6
O=C(NCc1cn2ccsc2n1)Nc1cccc(Cl)c1	-2	-0.3	17	·	1450	8	-1	-7	-2.5	-2	0
CC(C)(Cl)C1Cc2cc3ccc(=O)oc3cc2O1 (centres undefined)	1	1.6	9	·	1514	·	-3	-5	2.6	6	-7
N#CC1=C(Nc2ccccc2)SC=C(c2ccc(F)cc2)N=C1N1CCOCC1	5	0.0	25	·	1550	·	10	-6	0.2	7	-1
COc1ccc(C(NC(=O)c2cccc(F)c2)c2ccccc2)cc1 (centres undefined)	-1	-0.1	-5	·	1653	17	1	16	0.5	15	-3
CN(Cc1nc(-c2cnccn2)no1)Cc1n[nH]c2c1CCCC2	5	3.2	-1	1.3	1660	-4	5	-5	0.1	4	-3
CC(=O)c1cccc2c(O)c(C3=Nc4ccccc4C3=O)[nH]c12	6	1.3	8	-0.69	1573	·	4	99*	-0.3	10	1
CCCN(CCC)c1c([N+](=O)[O-])c(=O)oc2ccccc12	6	0.0	23	-0.028	1686	7	-1	-4	-0.2	3	-2
O=C(O)C1CCCCC1C(=O)Nc1cnn(Cc2ccccc2)c1 (centres undefined)	12	3.1	-9	0	1559	-17	4	-6	1.7	-1	-5
CCOC(=O)N1CCN(c2c(NCCc3ccc(C)cc3)c(=O)c2=O)CC1	2	3.4	13	·	1628	-16	5	-5	0.1	13	-2
O=C(Nc1cccc(S(=O)(=O)N2CCOCC2)c1)c1cnn2c(C(F)F)cc(-c3ccccc3)nc12	2	5.4	10	-0.72	1488	13	-3	4	-0.1	2	-2
C#Cc1cccc(NC(=O)C2CCN(C(C)=O)CC2)c1	5	0.1	5	0.17	1650	-10	7	1	-1.1	0	-2
COc1cccc(C(=O)NC(=S)Nc2ccc([N+](=O)[O-])cc2C)c1	0	5.8	-2	·	1761	-2	2	24	0.4	-4	0
O=C(NCc1cccs1)C1CCN(c2nc3ccccc3o2)CC1	-5	2.4	1	-0.82	1424	-11	-8	4	-0.5	-9	-2
CC(OC(=O)Cc1coc2ccc3ccccc3c12)C(=O)Nc1ncc(Cl)cc1Cl (centres undefined)	0	4.2	7	-0.017	1624	-4	0	1	0.1	-2	0
COc1cc(/C=C(/C#N)C(=O)Nc2ccccc2)ccc1OCc1ccc(C(=O)O)cc1	4	2.6	0	-2.5*	1578	7	5	5	3.7	-1	2
CCn1c(Cc2cccs2)nnc1SCC(=O)NC(C)(C)C	-5	0.4	-11	-0.0021	1759	-26	-1	0	-2.0	0	1
O=C(COC(=O)C1(c2ccccc2)CC1)N1CCN(c2ccc(F)cc2)CC1	3	2.0	8	-0.81	1518	8	-14	1	0.1	-2	0
O=C(NCc1ccncc1)c1ccc(Oc2ccccc2)cc1	-7	1.0	-8	-0.91	1341	9	-1	-3	-0.1	0	0
CCN(CC)CCNC(=O)c1ccc(NC(=O)c2ccc(Cl)c(S(=O)(=O)Nc3ccccc3OC)c2)cc1	4	1.5	-4	·	1553	·	-9	-3	-0.5	-6	3
Cc1nc2ccccc2cc1C(=O)N/N=C/c1ccc([N+](=O)[O-])cc1	2	1.5	0	-0.14	1509	10	2	-4	-0.8	-1	-4

Screening data (PubChem)
